M1 ag parental – nonselective activator or artifact in parental CHO-K1 cells. Fluo-8 calcium fluorescence; scaled to maximal ATP response, vehicle zero. activation, % at 3 µM. actives 0.48% (n = 360,000). AID 602248; in the data active means activation above about 15%;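 further: untransfected CHO-K1 host cells lacking M1 receptor as counterscreen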
CHO-K1 Ca antag – nonselective inhibitor or artifact in parental CHO-K1 cells. ATP-induced calcium, Fluo-8 fluorescence. inhibition, % at 3 µM. actives 0.6% (n = 360,000). AID 602250;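 active means inhibition above a per-plate cutoff, the plate's mean sample inhibition plus 3 SD, cut at about 24% in these data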;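 further: 0% = DMSO plus EC80 ATP and 100% = DMSO alone without ATP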
CHRM5 antagonist – antagonists of human muscarinic M5 receptor (CHRM5). inhibition, % at 3 µM. actives 0.59% (n = 360,000). CHO-hM5 cells, Fluo-8 calcium fluorescence, ACh EC80. P08912. AID 624040;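 active means inhibition above a per-plate cutoff, the mean of that plate's test compounds plus 3 SD, cut at about 27% in these data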;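 further: 0% = acetylcholine EC80 with DMSO and 100% = DMSO without agonist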
Target sequence (P08912 whole entry, looked up): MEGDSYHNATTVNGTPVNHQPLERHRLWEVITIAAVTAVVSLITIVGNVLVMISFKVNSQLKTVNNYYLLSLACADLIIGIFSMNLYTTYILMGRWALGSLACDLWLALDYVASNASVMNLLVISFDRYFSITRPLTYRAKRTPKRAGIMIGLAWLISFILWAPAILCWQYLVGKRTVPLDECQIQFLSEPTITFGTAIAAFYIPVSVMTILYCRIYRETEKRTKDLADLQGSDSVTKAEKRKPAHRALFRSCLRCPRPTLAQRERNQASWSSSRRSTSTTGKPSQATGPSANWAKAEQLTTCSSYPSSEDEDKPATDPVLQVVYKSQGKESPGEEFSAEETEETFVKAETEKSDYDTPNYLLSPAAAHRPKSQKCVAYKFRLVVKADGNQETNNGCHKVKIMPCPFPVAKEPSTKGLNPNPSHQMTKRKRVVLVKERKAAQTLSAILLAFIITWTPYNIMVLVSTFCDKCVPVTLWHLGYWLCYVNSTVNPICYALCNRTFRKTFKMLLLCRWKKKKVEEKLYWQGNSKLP
CHRM4 agonist – agonists of human muscarinic M4 receptor (CHRM4). actives 0.14% (n = 360,000). activation, % at 3 µM. CHO-K1 hM4/Gqi5, Fluo-8 calcium fluorescence; vehicle 0%, full acetylcholine response 100%. P08173;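 active means activation above the run mean over all test wells plus 3 SD, cut at about 32% in these data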;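 further: peak over basal fluorescence ratio per well then scaled between controls; 0% = DMSO wells and 100% = acetylcholine at EC100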
Target sequence (P08173 whole entry, looked up): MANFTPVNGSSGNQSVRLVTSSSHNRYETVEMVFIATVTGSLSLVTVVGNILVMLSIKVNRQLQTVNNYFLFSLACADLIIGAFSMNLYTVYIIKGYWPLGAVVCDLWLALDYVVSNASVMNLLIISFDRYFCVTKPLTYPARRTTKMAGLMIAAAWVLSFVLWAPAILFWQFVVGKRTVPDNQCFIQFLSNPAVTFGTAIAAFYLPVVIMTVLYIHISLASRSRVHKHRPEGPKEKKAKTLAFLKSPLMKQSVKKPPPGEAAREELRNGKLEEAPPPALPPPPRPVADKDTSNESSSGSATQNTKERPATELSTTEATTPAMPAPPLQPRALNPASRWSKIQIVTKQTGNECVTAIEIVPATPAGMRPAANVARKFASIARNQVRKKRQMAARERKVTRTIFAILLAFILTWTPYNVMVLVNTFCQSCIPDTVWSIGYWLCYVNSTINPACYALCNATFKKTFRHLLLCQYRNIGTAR
CHRM5 PAM – potentiates acetylcholine response at human M5 receptor. activation, % at 3 µM. AID 624038. P08912. CHO-K1 hM5, Fluo-8 calcium, ACh EC20 PAM; 0% = ACh EC20, 100% = ACh EC100. actives 0.3% (n = 360,000);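 active means activation above the run cutoff, the mean activation of all test compounds plus 3 SD, cut at about 18% in these data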
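Assay system: CHO-K1 hM5 cells / Incubation: Fluo-8 loading 80 min at 37 °C plus 30 min room temperature / Technique: Fluo-8 calcium dye fluorescence, kinetic read / Repeats: single replicate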
CHO-K1 Ca PAM – counter-screen for M1 PAMs: effect in parental CHO-K1 cells; ATP EC20, Fluo-8 calcium fluorescence; 0% at ATP EC20, 100% at ATP max; activation, % at 3 µM; AID 602247; actives 0.02% (n = 360,000);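 active means activation above the run cutoff, the mean activation of all test compounds plus 3 SD, cut at about 40% in these data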;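 further: peak over basal fluorescence ratio in a 140 s read after ATP addition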
CHRM4 antagonist – antagonists of human muscarinic M4 receptor (CHRM4). actives 0.73% (n = 360,000). inhibition, % at 3 µM. CHO-hM4 cells, ACh EC80, Fluo-8 calcium fluorescence. P08173;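 active means inhibition above its plate's cutoff, the mean inhibition of sample wells plus 3 SD, cut at about 27% in these data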;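 further: 0% = acetylcholine EC80 with DMSO and 100% = DMSO without agonist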
M5 ag – agonists of human muscarinic M5 receptor (CHRM5); AID 624037; CHO-K1 hM5 cells, Fluo-8 calcium fluorescence; 0% DMSO wells, 100% maximal acetylcholine response; actives 0.19% (n = 360,000); activation, % at 3 µM;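 active means activation above the run's mean over test compounds plus 3 SD, cut at about 23% in these data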;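 further: signal is peak over basal fluorescence ratio across the kinetic read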
M4 PAM – positive allosteric modulators of human muscarinic M4 receptor; P08173; CHO-K1 hM4/Gqi5, Fluo-8 calcium fluorescence, ACh EC20; 0% = ACh EC20, 100% = maximal ACh; activation, % at 3 µM; actives 0.4% (n = 360,000); AID 624126;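 active means activation above its plate's cutoff, the mean activation of sample wells plus 3 SD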; further: some results filed as inactive read as strong as hits
Numbers without * were called inactive; & = joins results of further samples.

SMILES	M1 ag parental	CHO-K1 Ca antag	CHRM5 antagonist	CHRM4 agonist	CHRM5 PAM	CHO-K1 Ca PAM	CHRM4 antagonist	M5 ag	M4 PAM
CCCCCCCCS(=O)CCC(=O)O (centres undefined)	-0.1	14	2	0	-1	-9	-8	-3	4
Cc1occc1-c1nnc(SCC(=O)N2c3ccccc3CCc3ccccc32)n1C	0.1	-15	4	1	8	20	-4	-10	-2
Cc1cccc(NC(=S)N/C(=N/S(=O)(=O)c2ccccc2)c2ccccc2)c1	1.1&-0.1	-12&7	5&1	0&0	-2&-6	12&0	-5&3	1&-4	-1&-4
CCCSc1nnc(-c2c[nH]c3ccccc23)n1CC	1.0	7	4	2	-9	-6	6	-2	-7
CN(C)CCNc1oc(-c2cccc(Cl)c2)nc1C#N	0.3	-2	1	2	8	0	5	-2	4
Cc1cc(C)cc(Oc2coc3cc(OC(=O)c4cccs4)ccc3c2=O)c1	0.2	-14	7	0	-3	9	-4	-1	-1
CCc1ccc(NC(=O)NNC(=O)CCc2ccccc2)cc1	0.1	8	1	0	0	3	-17	-3	7
NS(=O)(=O)c1ccc(NC(=O)COC(=O)CNC(=O)C23CC4CC(CC(C4)C2)C3)cc1	1.9	-4	9	9	-13	6	-13	1	-9
CN(CCCCCCN(C)Cc1ccccc1O)Cc1ccccc1O	-0.5	5	-3	0	11	7	-5	0	0
O=C(NCC(c1ccccc1)N1CCCC1)C1CCN(C(=O)Nc2ccccc2)CC1 (centres undefined)	0.8	-3	4	1	-3	8	-6	-10	-5

Some of these compounds in order of formula weight, descending:
SMILES	M1 ag parental	CHO-K1 Ca antag	CHRM5 antagonist	CHRM4 agonist	CHRM5 PAM	CHO-K1 Ca PAM	CHRM4 antagonist	M5 ag	M4 PAM
Cc1cccc(NC(=S)N/C(=N/S(=O)(=O)c2ccccc2)c2ccccc2)c1	1.1&-0.1	-12&7	5&1	0&0	-2&-6	12&0	-5&3	1&-4	-1&-4
CCc1ccc(NC(=O)NNC(=O)CCc2ccccc2)cc1	0.1	8	1	0	0	3	-17	-3	7
CCCCCCCCS(=O)CCC(=O)O (centres undefined)	-0.1	14	2	0	-1	-9	-8	-3	4

Ordered by the number under CHRM5 antagonist (ascending): six of the compounds above.
| SMILES | CHRM5 antagonist | CHRM4 agonist | CHRM5 PAM | CHRM4 antagonist | M5 ag | M4 PAM |
| --- | --- | --- | --- | --- | --- | --- |
| CN(CCCCCCN(C)Cc1ccccc1O)Cc1ccccc1O | -3 | 0 | 11 | -5 | 0 | 0 |
| CN(C)CCNc1oc(-c2cccc(Cl)c2)nc1C#N | 1 | 2 | 8 | 5 | -2 | 4 |
| CCCCCCCCS(=O)CCC(=O)O (centres undefined) | 2 | 0 | -1 | -8 | -3 | 4 |
| O=C(NCC(c1ccccc1)N1CCCC1)C1CCN(C(=O)Nc2ccccc2)CC1 (centres undefined) | 4 | 1 | -3 | -6 | -10 | -5 |
| Cc1cc(C)cc(Oc2coc3cc(OC(=O)c4cccs4)ccc3c2=O)c1 | 7 | 0 | -3 | -4 | -1 | -1 |
| NS(=O)(=O)c1ccc(NC(=O)COC(=O)CNC(=O)C23CC4CC(CC(C4)C2)C3)cc1 | 9 | 9 | -13 | -13 | 1 | -9 |

(more compounds)
SMILES	M1 ag parental	CHO-K1 Ca antag	CHRM5 antagonist	CHRM4 agonist	CHRM5 PAM	CHO-K1 Ca PAM	CHRM4 antagonist	M5 ag	M4 PAM
CC1Cn2c(nnc2-c2cccs2)S1 (centres undefined)	0.4	-7	9	0	-5	5	8	0	-7
COC(=O)c1c(C(=O)OC)c(-c2ccc(OC)cc2)n2c1CS(=O)(=O)C2	-0.5	-1	-3	1	-2	12	7	-2	-2
COc1ccc(CCN2C(=O)N(c3ccc(OC)cc3)C(=O)C2CC(=O)Nc2ccccc2)cc1 (centres undefined)	2.6	-1	8	7	-7	5	2	1	-8
C(=NOCc1ccccc1)c1ccncc1	0.4	-10	6	0	-1	11	-4	-5	-1
Cc1nc(SCC(=O)Nc2ccccn2)n[nH]1	6.2	-9	4	2	12	13	-9	1	8
CCCCc1ccc(NC2=NCC(=O)N2CCc2ccccc2)cc1	0.1	-2	2	6	-2	-15	-11	-3	-10
COc1cc(OC)cc(C(=O)NCC(=O)N2CCN(Cc3ccccc3)CC2)c1	0.6	-21	9	2	10	14	3	-4	7
COc1cc(C2NC(=O)N(C)C3=C2C(=O)CCC3)cc(OC)c1OC (centres undefined)	2.1	-18	-6	7	1	14	-11	4	4
CCOC(=O)c1nnn(-c2nonc2N)c1CSc1ccccn1	0.0	-6	-7	1	-6	20	-4	-3	14
CC(=O)Nc1ccc(S(=O)(=O)NC(C)C(=O)OCC(=O)Nc2ccc(F)cc2Cl)cc1 (centres undefined)	0.6	-12	-7	1	0	15	-4	0	2
CS(=O)(=O)N(CC(=O)O)c1cc(C(F)(F)F)ccc1Cl	0.4	-12	-1	1	14	-1	-12	-1	8
c1cc(N2CCOCC2)ccc1-c1ccc2nncn2c1	-0.2	-5	8	1	-5	5	7	1	-3
CCOC(=O)N1CCN(C(=O)c2oc3ccc(S(=O)(=O)N(CC)CC)cc3c2C)CC1	2.3	-16	0	1	0	12	1	2	2
O=[N+]([O-])c1cnn(-c2nc(-c3cccs3)cc(C(F)(F)F)n2)c1	1.0	-11	8	2	2	-2	7	-4	12
C=CCOC(=O)C1=C(C)NC(SCC(=O)N(CC)CC)=C(C#N)C1c1ccco1 (centres undefined)	0.9&3.5	-15&2	4&2	3&9	0&-18	23&-3	-13&-7	5&-1	9&-6
CCN(CC)C(=O)C1=C(C)N(Cc2ccc(C(C)(C)C)cc2)C(=O)C(CC(=O)NCCCN(C)C)C1 (centres undefined)	0.6	-6	-8	1	1	-7	-19	-3	0
O=C(NC1CCCCC1)C(=S)N1CCOCC1	1.4	-15	18	0	-2	-4	0	0	4
Cc1cc(-c2ccc(C)c(S(=O)(=O)NCCCN3CCN(c4ccccc4F)CC3)c2)on1	12	8	20	18	-15	-23	16	-1	-15
C=CCNC(=S)Nc1ccc(C(N)=O)cc1	3.2	6	19	16	-11	13	-12	0	0
Cc1c(C(=O)N2CCN(Cc3nccn3C)CC2)oc2c(F)cccc12	0.6	-7	0	2	1	15	1	0	-3

As entered above.
CCN(CC)C(=O)C1=C(C)N(Cc2ccc(C(C)(C)C)cc2)C(=O)C(CC(=O)NCCCN(C)C)C1 (centres undefined) in M4 PAM reads 0
CCOC(=O)N1CCN(C(=O)c2oc3ccc(S(=O)(=O)N(CC)CC)cc3c2C)CC1 in CHRM5 antagonist reads 0

Carrying on.
SMILES	M1 ag parental	CHO-K1 Ca antag	CHRM5 antagonist	CHRM4 agonist	CHRM5 PAM	CHO-K1 Ca PAM	CHRM4 antagonist	M5 ag	M4 PAM
COC(=O)c1cc(NC(=O)Cn2nc(C)n3cccc3c2=O)cc(C(=O)OC)c1	-0.6	3	-11	0	5	-24	-9	-5	4
O=C(Nc1ccc(C(=O)N2CCOCC2)cc1)c1cccs1	0.2	-7	-20	2	11	6	-15	-3	2
CC1CCN(S(=O)(=O)c2ccc(NC(=O)CCN3C(=O)C4CC=CCC4C3=O)cc2)CC1 (centres undefined)	6.4	-10	3	18	-16	1	3	3	-8
C/C=C/C=C(/NC(=O)c1ccccc1)C(=O)Nc1ccccc1	0.5	-3	-3	1	3	-7	-4	-4	7
CCCSc1nnc(N)s1	1.3	-6	-3	0	-4	7	1	3	-1
CC(c1ccccc1)C(OC(=O)c1cccc([N+](=O)[O-])c1C(=O)O)c1ccccc1 (centres undefined)	0.1	-8	13	0	8	17	-3	-1	1
Cn1c(N)c(C(=O)COC(=O)C2CC(O)CN2S(=O)(=O)c2ccc(Cl)cc2)c(=O)n(C)c1=O (centres undefined)	0.6	-15	4	1	0	12	-10	1	8
O=C(CNC(=O)OCc1ccccc1)Nc1ccc(F)cc1	-0.4	-18	4	0	-2	8	1	1	0
O=C(Oc1ccccc1N1C(=O)C2CC=CCC2C1=O)c1ccc(Br)cc1 (centres undefined)	0.7	3	-3	1	-3	11	-9	1	-7
O=C(CCn1cccn1)Nc1ccc2c(c1)OCO2	0.0	-5	-15	1	1	2	-4	-1	2
O=C(c1ccco1)N1CCN(C(=O)c2sccc2-c2ccccc2)CC1	-0.1	5	1	-1	-1	-2	7	-2	-6
CCN(CCNC(=O)c1ccc2nc(-c3ccccc3NC(C)=O)c(=O)[nH]c2c1)c1ccccc1	0.5	-2	5	3	-10	16	24	-1	-12
O=C(OCc1ccc(F)cc1)c1cc(=O)c2ccccc2o1	2.2	-12	-3	1	2	-2	2	-1	-7
CCOC(=O)N1CCN(c2c(F)cc3[nH]c(=S)[nH]c3c2Br)CC1	1.7	-13	-1	-1	3	16	0	4	0
COc1cc(/C=C2/C(=N)N3C(SC)=NSC3=NC2=O)ccc1OC(=O)c1ccco1	0.4	11	7	3	2	-9	10	0	-3
O=c1c2cc([N+](=O)[O-])ccc2nc(CN2CCN(c3ccccn3)CC2)n1-c1ccccc1F	5.3	-2	7	11	-9	12	0	3	-14
CC(=O)c1ccccc1-c1csc2ncnc(Sc3nnnn3C)c12	-0.7	9	12	0	-3	-7	2	1	7
CN(C)CCN1CCN(C(c2cc3ccccc3o2)c2nnnn2C(C)(C)C)CC1 (centres undefined)	-0.2	-9	7	0	7	5	1	-1	-3
Cc1cc(N)ccc1-n1c(C)ccc1C	0.1	-13	-2	1	2	22	-7	1	2
CC(=O)C1=C(O)C(=O)N(CCN(C)C)C1c1ccc(Cl)cc1 (centres undefined)	0.5	0	0	2	-3	10	2	-1	4

Full records, quoted from the list. Screens in order: M1 ag parental, CHO-K1 Ca antag, CHRM5 antagonist, CHRM4 agonist, CHRM5 PAM, CHO-K1 Ca PAM, CHRM4 antagonist, M5 ag, M4 PAM
CN(C)CCN1CCN(C(c2cc3ccccc3o2)c2nnnn2C(C)(C)C)CC1 (centres undefined) across the screens: -0.2, -9, 7, 0, 7, 5, 1, -1, -3
CCN(CCNC(=O)c1ccc2nc(-c3ccccc3NC(C)=O)c(=O)[nH]c2c1)c1ccccc1 across the screens: 0.5, -2, 5, 3, -10, 16, 24, -1, -12
Cc1cc(N)ccc1-n1c(C)ccc1C across the screens: 0.1, -13, -2, 1, 2, 22, -7, 1, 2
O=C(c1ccco1)N1CCN(C(=O)c2sccc2-c2ccccc2)CC1 across the screens: -0.1, 5, 1, -1, -1, -2, 7, -2, -6
COc1cc(/C=C2/C(=N)N3C(SC)=NSC3=NC2=O)ccc1OC(=O)c1ccco1 across the screens: 0.4, 11, 7, 3, 2, -9, 10, 0, -3

(list continues)
SMILES	M1 ag parental	CHO-K1 Ca antag	CHRM5 antagonist	CHRM4 agonist	CHRM5 PAM	CHO-K1 Ca PAM	CHRM4 antagonist	M5 ag	M4 PAM
COc1ccc(COC(=O)c2ccc(C)c(S(=O)(=O)N3CCOCC3)c2)cc1F	1.6	1	1	8	-8	16	-12	1	-3
O=C(COC(=O)Cc1c[nH]c2ccccc12)Nc1ccc(Cl)cc1	0.2	-14	-7	0	6	20	-6	1	-1
CCCc1cc(C(=O)N(C2CCCCC2)C2CCCCC2)no1	0.0	0	-1	0	-3	7	-6	-3	0
CCN1CCN(C(=O)COCc2cc(-c3ccc4c(c3)OCO4)on2)CC1	2.0	-10	0	1	5	21	-12	-1	2
COc1ccccc1C=NNC(=O)c1ccncc1	0.6	-8	0	1	-5	-10	-14	2	-1
CN(CCNC(=O)c1ccc(CS(=O)(=O)c2ccc(Br)cc2)o1)CCc1ccccc1	7.8	-12	-2	5	-3	12	10	-8	-7

Source: PubChem (The Scripps Research Institute Molecular Screening Center)
